# ALOX12 inh: inhibitors of human 12S-lipoxygenase ALOX12 | Potency, µM (titrated, usually from 108 µM), for the others: top-dose activity change, negative = inhibition, actives largely listed as inhibitors | purified 12hLO, xylenol orange hydroperoxide absorbance | P18054 | hit rate 1.1% among 580,000; note: % is set by controls: 0 for no effect and ±100 for the full control effect
#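 Hydroperoxide product was detected by ferrous iron/xylenol orange as the 573 to 405 nm absorbance ratio. Arachidonic acid at 40 uM (final) was turned over for 30 min at room temperature by 150 nM human 12hLO, pH 7.0 Hepes buffer, after 15 min compound preincubation.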
# TrxR1 substrate: rat thioredoxin reductase 1 substrate activity. O89049. purified TrxR1 substrate turnover, NADPH consumption readout. hit rate 0.01% among 390,000. Potency, µM (titrated, usually from 114 µM), without a hit: top-dose activity change, negative = substrate turnover; note: % is set by controls: 0 for no effect and ±100 for the full control effect; nearly all actives have a fitted effect of over 50% in size
# Target sequence (O89049 whole entry, looked up): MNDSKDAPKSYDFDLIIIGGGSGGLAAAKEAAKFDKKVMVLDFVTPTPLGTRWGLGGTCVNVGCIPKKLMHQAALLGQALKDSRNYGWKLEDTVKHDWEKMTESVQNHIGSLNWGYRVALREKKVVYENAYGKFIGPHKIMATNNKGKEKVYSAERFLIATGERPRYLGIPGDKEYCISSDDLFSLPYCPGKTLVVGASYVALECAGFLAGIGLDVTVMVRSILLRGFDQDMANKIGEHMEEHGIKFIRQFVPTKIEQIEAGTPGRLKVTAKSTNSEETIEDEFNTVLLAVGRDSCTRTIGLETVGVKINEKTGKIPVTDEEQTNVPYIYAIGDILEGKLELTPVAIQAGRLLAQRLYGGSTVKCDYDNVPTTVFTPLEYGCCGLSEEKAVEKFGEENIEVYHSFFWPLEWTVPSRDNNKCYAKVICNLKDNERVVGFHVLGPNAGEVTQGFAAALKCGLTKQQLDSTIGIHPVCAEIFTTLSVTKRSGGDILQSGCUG
#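 Rat TrxR1, dispensed at 90 nM, was prereduced with 400 uM NADPH (final) for 5 min at ~22 deg C, then incubated with compound 15 min before 400 uM selenite. A first-read NADPH fluorescence drop versus no-compound background flagged substrates.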
# Vif-APOBEC3F blk: blocks the Vif interaction with APOBEC3F | HeLa A3F-eYFP + Vif (tagged APOBEC3F with the HIV-1 protein that degrades it), YFP fluorescence increase | Potency, µM (top dose mostly 46.1 µM), without a hit: at the top dose activity, negative = active | hit rate 0.2% among 390,000; note: % of control where 0% means no effect; nearly all actives have a fitted effect of over 65% in size
#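 HeLa cells stably expressing A3F-eYFP plus Vif, plated and incubated overnight at 37 deg C, then exposed to compounds overnight at 37 deg C. Blocked degradation read as raised yellow fluorescence (Ex 488/Em 500-530).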
# RGS4 inhibitor: inhibitors of human regulator of G protein signaling 4. Potency, µM (top dose mostly 114 µM), for the others: at the highest dose activity change, negative = inhibition, hits mostly inhibitors. Transcreener GDP fluorescence polarization, RGS4-accelerated GTP hydrolysis. AID 504845. hit rate 0.039% among 390,000; note: % is set by controls: 0 for no effect and ±100 for the full control effect; nearly all actives have a fitted effect of over 75% in size; some results filed as inactive show a strong effect at the top dose
# Target sequence (P49798 whole entry, looked up): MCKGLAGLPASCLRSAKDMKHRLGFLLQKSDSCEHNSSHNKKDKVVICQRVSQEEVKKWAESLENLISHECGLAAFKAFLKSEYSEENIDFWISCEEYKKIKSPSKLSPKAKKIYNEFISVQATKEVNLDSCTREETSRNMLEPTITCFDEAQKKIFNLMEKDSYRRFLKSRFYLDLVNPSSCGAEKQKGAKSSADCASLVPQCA
#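 MLSMR compounds (23 nl, pin-transferred) preincubated 10 min at room temperature with a 500nM (2x) first reagent, then RGS4 at 900nM (2x) plus Transcreener GDP mix added; fluorescence polarization (620/688 nm) read before and after 90 min at 30 °C.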
# mIDH1 inhibitor: human IDH1 R132H inhibition; O75874; IDH1-R132H enzyme, NADPH consumption, diaphorase/resazurin fluorescence; hit rate 0.093% among 390,000; Potency, µM (highest dose often 76.6 µM), without a hit: at the highest dose activity change, negative = inhibition, most hits filed as inhibitors; note: % is set by controls: 0 for no effect and ±100 for the full control effect; nearly all actives have a fitted effect of over 65% in size
#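 IDH1-R132H (0.5 ug/mL dispensed) in pH 7.5 Tris buffer was preincubated 30 min with compound, then given a substrate mix of 0.016 mM NADPH and 2 mM alpha-KG for 80 min at room temperature; remaining NADPH was read by diaphorase/resazurin fluorescence.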
# rTrxR1 inhibitor: rat TrxR1 inhibition | O89049 | recombinant rTrxR1, NADPH fluorescence consumption, selenite substrate | Potency, µM (doses to about 114 µM), for inactives: at the highest dose activity change, negative = inhibition, actives largely listed as inhibitors | hit rate 1% among 390,000; note: % is set by controls: 0 for no effect and ±100 for the full control effect; nearly all actives have a fitted effect of over 65% in size
#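 Rat TrxR1 (90 nM in the dispensed reagent) was pre-reduced with 400 uM NADPH for 5 min at room temperature, then incubated with compound for 15 min. After 400 uM selenite was added, NADPH fluorescence (Ex 340/Em 450 nm) was followed for 8 min.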
# USP1 inh: inhibitors of human USP1/UAF1 deubiquitinase; recombinant USP1/UAF1, Ub-Rhodamine cleavage fluorescence; hit rate 0.23% among 390,000; Potency, µM (doses to about 57.1 µM), for inactives: at the highest dose activity change, negative = inhibition, usual class: inhibitors; O94782; note: % is set by controls: 0 for no effect and ±100 for the full control effect; nearly all actives have a fitted effect of over 60% in size; inactives centre near -12
#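 Step one: compound is pinned into 1nM USP1/UAF1 in HEPES pH 7.8 buffer with TCEP. Step two: 15 min room-temperature incubation. Step three: Ub-Rho (150nM final) starts cleavage, tracked by fluorescence over six one-minute reads.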
# RXFP1 ag: activates the human relaxin receptor RXFP1. Q9HBX9. HEK293T-RXFP1 cAMP TR-FRET, 30 min; response scale: percent of porcine relaxin response, buffer zero. Potency, µM (top dose mostly 57.5 µM), inactives show at the highest dose activation, most hits filed as activators. hit rate 0.3% among 370,000; note: % is set by controls: 0 for no effect and ±100 for the full control effect; nearly all actives have a fitted effect of over 60% in size; many of its hits are not listed in these tables
#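 Agonist response is measured as cAMP accumulation in an RXFP1-transfected HEK293T line under PDE4 inhibition. Values are scaled between buffer-only and 29 nM porcine relaxin, and EC50s come from standard Hill equation fits.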
# Vif-A3G inh: inhibitors of Vif-APOBEC3G interaction. Q9HC16. hit rate 0.076% among 410,000. Potency, µM (titrated, usually from 46.1 µM), inactives show at the highest dose activity, negative = active, most hits filed as inhibitors. AID 602310. HeLa A3G-eYFP + Vif (tagged APOBEC3G with the HIV-1 protein that degrades it), YFP fluorescence, overnight;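 note: % is set by controls: 0 for no effect and ±100 for the full control effect; nearly all actives have a fitted effect of over 60% in size; hits raise eYFP signal because A3G escapes Vif-driven loss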
# Target sequence (Q9HC16 whole entry, looked up): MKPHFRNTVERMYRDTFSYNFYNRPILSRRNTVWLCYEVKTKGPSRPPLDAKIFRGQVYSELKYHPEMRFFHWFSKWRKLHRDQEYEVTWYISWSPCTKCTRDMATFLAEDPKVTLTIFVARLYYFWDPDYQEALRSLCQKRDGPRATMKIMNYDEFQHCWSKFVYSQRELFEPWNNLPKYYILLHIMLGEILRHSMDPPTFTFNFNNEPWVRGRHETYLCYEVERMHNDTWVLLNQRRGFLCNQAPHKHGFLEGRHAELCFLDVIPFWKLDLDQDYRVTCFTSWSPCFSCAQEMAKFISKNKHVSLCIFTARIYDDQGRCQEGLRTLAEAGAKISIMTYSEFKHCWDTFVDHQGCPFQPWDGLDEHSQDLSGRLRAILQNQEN
#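 Read-out is eYFP fluorescence (Ex 488/Em 500-530) from Vif-expressing HeLa A3G-eYFP cells; more signal means A3G escaped Vif-mediated degradation. Cells plated overnight, compound pinned in, incubated overnight at 37 deg C.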
# An asterisk follows results filed as active; ? = inconclusive; . = not tested or not shown; [ ] = remark or other dose. Calls come from the whole dose curve; as a rule, active = well fitted curve in the direction sought with a large enough effect; inconclusive = small, poorly fitted or top-dose-only effect, or another doubt; inactive = no such curve, though single readings can be large; an effect the other way counts as inactive or inconclusive. Potency is the fitted concentration of half-maximal effect. A portion of the library. The share of hits here may be higher or lower than overall.
SMILES,ALOX12 inh,TrxR1 substrate,Vif-APOBEC3F blk,RGS4 inhibitor,mIDH1 inhibitor,rTrxR1 inhibitor,USP1 inh,RXFP1 ag,Vif-A3G inh
COc1cc(C(=O)N/C(=C\c2cn(C)c3ccccc23)C(=O)NCCCn2ccnc2)cc(OC)c1OC,-23%,-16%,2%,9%,-17%,-24%,-28%,-1.1%,-8%
Cc1cc(=O)oc2cc(NC(=O)c3cccc(S(C)(=O)=O)c3)ccc12,-8%,39%[activator][57.1 µM],2%,-31%,-2%,2%[57.1 µM],-9%,3.7%,-1%
C=CCNC(=O)c1c(CSc2ccc(F)cc2)noc1C(=O)NCCC,15%,6%,1%,8%,-1%,16%,-23%,1.0%,-4%
O=c1n(Cc2ccccc2Cl)nc2n1-c1ccccc1SC2,5%,2%,-4%,-22%,2%,32%,-25%,-1.8%,0%
CSc1nc(N)c(C#N)c(-c2ccccc2Cl)c1C#N,0%,-6%,-8%,2%,-3%,-3%,-9%,6.4%,?
Cc1ccc2oc(=O)n(CCNC(=O)Nc3ccc(C)c(F)c3)c2c1,?,7%,-6%,-28%,0%,4%,9%,-0.6%,2%
C=CCn1c(O)c(N=Nc2ccccc2O)c2ccccc21,?,-6%,?,-53%,-3%,4%,108%[activator],2.9%,?
CCOc1ccc(OCC)c(NC(=O)C2CCCN(c3ncccn3)C2)c1 (stereo not given),21%,10%[57.1 µM],-1%,6%,3%,22%[57.1 µM],-3%,1.7%,0%
COc1ccc(NC(=O)/C=C/C(=O)O)c([N+](=O)[O-])c1,-4%,-3%,-3%,-2%,13%,3%[57.1 µM],-16%,0.9%,0%
Cc1ccc(NC(=O)CCN2C(=O)C3C4CCC(C4)C3C2=O)cc1Cl (stereo not given),0%,0%,2%,-8%,8%,5%,-15%,5.2%,0%
CC(=O)N1CCC(N(CCN2CCOCC2)C(=S)Nc2ccc(C)cc2C)CC1,-15%,2%,6%,5%,-3%,-10%,1%,0.2%,-2%
CS(=O)(=O)c1ccc2nc(NC(=O)c3cc([N+](=O)[O-])cc([N+](=O)[O-])c3)sc2c1,0%,-4%,-9%,-37%,-4%,10%,-21%,0.1%,-1%
COc1ccc2c(c1)C(NC(=O)C(F)(F)F)CC2=O (stereo not given),-22%,5%,0%,-39%,-1%,4%,-14%,1.3%,3%
CCn1cc(C(=O)NCCCOC)c(=O)c2cc(S(=O)(=O)N(C)C3CCCCC3)ccc21,9%,7%[57.1 µM],2%,-13%,7%,19%[57.1 µM],-13%,0.0%,-1%
C#CCNC(=O)C1=C[C@H](c2csc3ccccc23)C[C@H](OCc2ccc(CO)cc2)O1,-6%,-3%,2%,6%,-7%,11%,-20%,-0.1%,-6%
O=C(Nc1c(Cl)cc(Cl)cc1C(=O)NCC1CCCO1)c1ccco1 (stereo not given),38%,-3%,1%,22%,3%,-15%,-20%,-0.7%,1%
CNC(=S)NNC(=O)Cc1ccccc1,10%,3%,3%,34%,-3%,9%,3%,0.7%,2%
CCOc1cc(C(=O)Nc2nnc3n2CCS3)cc(OCC)c1OCC,14%,-3%[57.1 µM],4%,11%,-1%,15%[57.1 µM],-12%,1.2%,0%
CCCOC(=O)Cn1cnc2scc(-c3ccc(OC)cc3)c2c1=O,6%,-8%,0%,13%,-4%,-5%,-2%,3.7%,1%
CN1C(=O)CC(N2CCN(CC(N)=O)CC2)C1=O (stereo not given),11%,-7%,.,-5%,-6%,-7%,-21%,1.9%,0%
Fc1ccc(NC(=S)N2CCCc3ccccc32)cc1,?,-5%,6%,-30%,1%,-19%,0%,3.0%,-1%
Cc1ccc2nc(NC(=O)COC(=O)c3ccccn3)sc2c1,-8%,8%[57.1 µM],-11%,12%,3%,16%[57.1 µM],-11%,-0.7%,2%
COc1ccc(O)c(CNn2c(-c3ccc(Br)cc3)nc3ccccc3c2=O)c1,-15%,5%[57.1 µM],-19%,2%,-4%,9%[57.1 µM],-13%,0.3%,1%
Cc1ccc(OCC(=O)NNC(=O)c2ccc(NC(=O)C3CC3)cc2)c(C)c1,3%,3%,4%,0%,2%,24%,-26%,2.4%,2%
CCN1CCN(C(=O)C2CCN(C(=O)Nc3ccccc3)CC2)CC1,-4%,8%,6%,-10%,-1%,26%,-17%,1.1%,0%
Cc1ccsc1C(=O)OCC(=O)Nc1sccc1C(N)=O,?,-6%,-1%,-23%,1%,-17%,-11%,3.5%,1%
CCOc1ccc(NS(=O)(=O)c2cnc(Cl)c(Cl)c2)cc1,-14%,-11%,-12%,-9%,5%,-7%,-23%,0.9%,?
CCN(C(=O)COC(=O)c1[nH]c(C)c(C(C)=O)c1C)c1c(N)n(Cc2ccccc2)c(=O)[nH]c1=O,-11%,-2%,5%,-1%,3%,5%,0%,-0.1%,4%
COc1ccc(Br)cc1/C=N/n1c(C)nc2ccccc2c1=O,0%,-8%,4%,4%,6%,-12%,-2%,2.1%,-3%
Cn1c(-c2ccccc2)cnc1NCc1cc(Cl)ccc1O,?,0%[57.1 µM],-6%,5%,3%,16%[57.1 µM],-4%,0.2%,-3%
O=C(CSc1nc2cc(S(=O)(=O)N3CCOCC3)ccc2o1)Nc1c(F)cccc1F,?,-6%,-1%,?,-6%,?,-5%,-1.3%,2%
CC(/C=N/NC(=O)CN1CCN(Cc2ccc(Cl)cc2)CC1)=C\c1ccco1,?,-11%,-10%,-1%,-2%,?,-3%,2.5%,0%
Cc1cc(/C=C(\C#N)C(=O)NCc2ccco2)c(C)n1-c1cccnc1,?,-10%,4%,0%,0%,1%,-14%,1.6%,-1%
Cc1cc(C(C)(C)C)cc(C)c1COC(=O)C1CCC(=O)N1 (stereo not given),1%,6%[57.1 µM],0%,3%,4%,15%[57.1 µM],-4%,0.0%,-1%
N#Cc1cc2c([nH]c1=O)CCCC2,-5%,209%[activator],6%,-5%,0%,?,-20%,5.2%,4%
CCOC(=O)CSC1=NC(=O)/C(=C/c2ccc(Br)cc2)S1,40µM*,9%[57.1 µM],2%,-25%,?,22%[57.1 µM],-1%,0.7%,-15%

# Single values from the results shown:
# Cc1cc(C(C)(C)C)cc(C)c1COC(=O)C1CCC(=O)N1 (stereo not given) | Vif-A3G inh: -1%
# COc1ccc(NC(=O)/C=C/C(=O)O)c([N+](=O)[O-])c1 | ALOX12 inh: -4%
# N#Cc1cc2c([nH]c1=O)CCCC2 | Vif-APOBEC3F blk: 6%

# Next records follow.
SMILES,ALOX12 inh,TrxR1 substrate,Vif-APOBEC3F blk,RGS4 inhibitor,mIDH1 inhibitor,rTrxR1 inhibitor,USP1 inh,RXFP1 ag,Vif-A3G inh
CC(=O)c1ccc(NCC(=O)N2CCN(c3ccccc3)CC2)cc1,?,1%[57.1 µM],4%,-49%,0%,25%[57.1 µM],-17%,2.0%,0%
CCN1C2=C(C(=O)CCC2)C(c2ccc(O)cc2)C2=C1CCCC2=O,?,1%,1%,-26%,4%,-19%,-13%,1.4%,-3%
COc1c(F)c(F)c(C(=O)Nc2ccc(NC(=O)Cc3ccccc3)cc2)c(F)c1F,2%,10%,-22%,10%,7%,28%,-24%,-1.5%,3%
CCCCc1nc2c(C)c(N)cnc2n1Cc1cccc([N+](=O)[O-])c1,?,13%,13%,-10%[56.9 µM],-9%,8%,-10%,24%,-5%
Cc1cccc(NC(=O)c2ccco2)c1C(=O)O,127%[activator],-6%,-2%,15%,0%,3%,-24%,1.0%,-2%
O=C(NCCOC(=O)c1ccc(F)cc1)c1ccc(F)cc1,258%[activator],-6%,0%,20%,-1%,-3%,-9%,2.8%,3%
Cc1ccc(N2C(=O)N(CC(=O)Nc3ccc(C)cc3Cl)C(=O)C2C)cc1 (stereo not given),?,-3%,3%,7%,2%,-7%,-13%,0.1%,0%
Oc1ccc(NCc2cccc(OCc3ccc(F)cc3)c2)cc1,182%[activator],-4%,-12%,?,7%,12%,?,-3.4%,?
CC1Cc2ccccc2N1S(=O)(=O)c1cccc(C(=O)OCC(=O)NCc2ccco2)c1 (stereo not given),-12%,-4%,-6%,20%,-3%,-6%,-11%,1.0%,1%
Cc1cccc(-n2c(CNC(=O)c3cccc([N+](=O)[O-])c3C)n[nH]c2=S)c1,0%,0%,8%,-9%,4%,-14%,-15%,0.6%,4%
O=C(CN(C(=O)CNC(=O)c1ccco1)c1ccccc1F)NC1CCCCC1,12%,5%[0.0914 µM],6%,-16%,5%,-11%[57.1 µM],3%,-0.2%,1%
O=C(Nc1ccc(Cl)cc1F)C1CC1c1ccccc1 (stereo not given),-9%,-6%,0%,-17%,7%,4%,-14%,-0.1%,-1%
Cc1nc(N2CCOCC2)c2c(C(=O)NCc3cccc(Cl)c3)c(C)oc2n1,-9%,-4%,1%,-5%,-4%,11%,?,-0.3%,4%
CCN(CC(=O)NCc1cccs1)C(=O)c1ccccc1F,1%,-4%,-1%,11%,-6%,11%,-9%,-1.8%,2%

# Records above marked active in ALOX12 inh.
SMILES,ALOX12 inh,TrxR1 substrate,Vif-APOBEC3F blk,RGS4 inhibitor,mIDH1 inhibitor,rTrxR1 inhibitor,USP1 inh,RXFP1 ag,Vif-A3G inh
CCOC(=O)CSC1=NC(=O)/C(=C/c2ccc(Br)cc2)S1,40µM*,9%[57.1 µM],2%,-25%,?,22%[57.1 µM],-1%,0.7%,-15%

# From PubChem BioAssay
